# STEP block: inhibitors of human striatal-enriched phosphatase STEP; inhibition, % at 20 µM; P54829; 360,000 tested, 0.25% active; recombinant STEP, OMFP fluorogenic substrate, fluorescence;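 active means inhibition at 20 µM, scaled per plate between control wells, above about 37%, limit read from the data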;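 further: 0% = DMSO with enzyme and substrate and 100% = substrate only without enzyme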
#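 medium = Bis-Tris buffer pH 6.0, 2.5 mM DTT, 0.005% Tween 20 | test system = STEP (striatal-enriched tyrosine phosphatase) enzyme, cell-free | measure = normalized % inhibition | compound dosing = 20 µM, 1% DMSO | also added = 25 µM OMFP | schedule = reaction 20 min, ambient temperature | measured by = fluorescence read at 480 nm ex / 540 nm em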
# Rin1 Abl inh: blocks binding of human Rin1 to Abl; TR-FRET Rin1/Abl binding, biochemical; inhibition, % at 7.35 µM; AID 588664; 360,000 tested, 0.4% active; P00519+Q13671; in the data active means inhibition above about 5%, passing the limit was not always enough
# Rpn11 block: blocks the human proteasome subunit Rpn11. calls only at 20 µM. human 26S proteasome, Ub4-pepOG fluorescence polarization; 20S core pre-blocked with epoxomicin. 360,000 tested, 0.59% active. O00487;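 active means inhibition at 20 µM, scaled to each plate's controls, above about 33%, limit read from the data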
# Target sequence (O00487 whole entry, looked up): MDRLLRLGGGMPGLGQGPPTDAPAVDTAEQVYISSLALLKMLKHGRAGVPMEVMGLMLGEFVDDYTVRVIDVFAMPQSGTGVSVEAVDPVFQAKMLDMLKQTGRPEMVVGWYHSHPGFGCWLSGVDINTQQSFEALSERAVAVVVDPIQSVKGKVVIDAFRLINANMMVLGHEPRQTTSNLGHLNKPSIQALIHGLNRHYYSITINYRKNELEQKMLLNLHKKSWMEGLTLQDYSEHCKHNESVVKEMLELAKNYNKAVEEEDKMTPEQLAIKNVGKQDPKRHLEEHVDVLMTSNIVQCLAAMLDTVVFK
# SUMO1-SIM PPI: modulators of human SUMO1-mediated protein-protein interactions; inhibition, % at 20 µM; P63165; SUMO1 binding to a labelled peptide, TR-FRET, 1 h; 360,000 tested, 0.33% active; AID 602429; in the data active means inhibition above about 37%
# DNMT1 inh: blocks human DNA methyltransferase DNMT1; P26358; DNMT1 molecular beacon, Hinp1I cleavage, fluorescence; inhibition (reported as % activation of signal), % at 10 µM; 360,000 tested, 0.83% active; AID 588458; in the data active means inhibition above about 50%
# LMPTP inh: LMPTP (human) inhibition; P24666; recombinant LMPTP-A, OMFP fluorogenic substrate, fluorescence intensity; inhibition, % at 20 µM; 360,000 tested, 0.22% active;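 active means compounds that cut the enzyme signal by at least half of the control window in the single-dose screen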;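 further: plate controls were DMSO wells with enzyme plus substrate for no effect and substrate without enzyme for full effect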
#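 Assay system: LMPTP-A enzyme. Input: 0.625 nM LMPTP-A final. Probe or stimulus: 400 µM OMFP. Compound dosing: single 20 µM dose. Schedule: 50 min dark incubation at room temperature. Detection: fluorescence intensity of OMFP turnover product. Read-out: percent inhibition versus substrate-only and uninhibited controls. Benchmarks: no-enzyme low control, uninhibited high control.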
# Scp-1 inhibitor: Scp-1 (human) phosphatase inhibition. Q9GZU7. Recombinant Scp1, phosphopeptide, malachite green phosphate absorbance. inhibition, % at 20 µM. 340,000 tested, 0.88% active;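 active means inhibition above about 50% at 20 µM, limit read from the data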;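 further: plate controls were DMSO wells with enzyme for no effect and wells lacking enzyme for full effect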
#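 System: SCP-1 catalytic domain; Reagent: Phospho 17-mer peptide substrate; Doses: one concentration, 20 µM, with 1.0% DMSO; Incubation: 45 min room-temperature reaction, 5 min colour, 30 min stabiliser; Signal: Phosphate-binding colour reagent, absorbance read at 630 nm.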
# NadD inh: blocks S. aureus nicotinate mononucleotide adenylyltransferase; purified NadD enzyme, colorimetric absorbance read-out; inhibition, % at 20 µM; 360,000 tested, 0.78% active; AID 602399; in the data active means inhibition above about 26%; further: some compounds past the cut are filed as inactive
# Neddyl block: inhibitors of human cullin neddylation. P61081+Q13564. TR-FRET cullin neddylation, biochemical. calls only at 25 µM. 360,000 tested, 0.58% active; in the data active means inhibition above about 36%
# Target sequence (P61081 whole entry, looked up): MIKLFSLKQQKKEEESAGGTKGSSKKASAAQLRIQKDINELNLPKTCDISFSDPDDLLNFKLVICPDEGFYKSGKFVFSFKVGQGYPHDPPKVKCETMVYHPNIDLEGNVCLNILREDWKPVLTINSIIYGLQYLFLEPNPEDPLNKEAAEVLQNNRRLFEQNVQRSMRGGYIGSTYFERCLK
# Target sequence (Q13564 whole entry, looked up): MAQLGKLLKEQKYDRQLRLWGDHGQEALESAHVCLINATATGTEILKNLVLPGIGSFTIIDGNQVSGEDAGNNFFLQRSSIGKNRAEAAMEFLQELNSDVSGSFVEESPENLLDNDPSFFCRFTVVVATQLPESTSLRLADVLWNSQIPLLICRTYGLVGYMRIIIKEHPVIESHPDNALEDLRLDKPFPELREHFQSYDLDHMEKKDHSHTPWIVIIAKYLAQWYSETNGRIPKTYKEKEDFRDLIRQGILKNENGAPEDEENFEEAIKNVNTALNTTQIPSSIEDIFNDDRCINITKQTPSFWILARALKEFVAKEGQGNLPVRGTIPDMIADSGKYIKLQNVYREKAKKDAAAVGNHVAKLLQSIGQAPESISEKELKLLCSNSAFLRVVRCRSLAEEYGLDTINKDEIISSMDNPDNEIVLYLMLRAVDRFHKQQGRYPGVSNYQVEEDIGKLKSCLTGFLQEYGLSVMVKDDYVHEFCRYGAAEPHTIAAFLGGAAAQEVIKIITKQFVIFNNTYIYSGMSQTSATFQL
# CSN deneddyl inh: CSN deneddylation inhibition | Q92905 | Purified CSN, SCF-Nedd8-OG deneddylation, fluorescence polarization | inhibition, % at 12.5 µM | 360,000 tested, 0.38% active | AID 651999;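 active means pattern-corrected inhibition above about 35%, with an unprinted fluorescence ratio check between 0.5 and 1.5, limit read from the data, passing the limit was not always enough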;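 further: 0% = enzyme with substrate and 100% = substrate without enzyme; some results filed as inactive read as strong as hits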
#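 test system = HEK293T-derived human Csn5 enzyme | amount = 0.24 nM Csn5 enzyme, final concentration | medium = Tris/NaCl/DTT buffer, pH 7.5 | schedule = 90 min reaction at room temperature | signal = FP | evaluation = inhibition of Csn5 cleavage, % | compound dosing = single dose of 12.5 µM compound with 0.25% DMSO | probe or stimulus = 10 nM SCFSkp2-Nedd8OG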
# An asterisk follows results filed as active; i = inactive; . = not tested or not shown; + = active, no number.
SMILES,STEP block,Rin1 Abl inh,Rpn11 block,SUMO1-SIM PPI,DNMT1 inh,LMPTP inh,Scp-1 inhibitor,NadD inh,Neddyl block,CSN deneddyl inh
O=[N+]([O-])c1ccc(N2N=C(c3ccccc3)CC2c2ccccc2O)cc1 (stereo not drawn),-5.2,-3.8,.,-10.8,-19.0,6.7,.,10.5,i,56.0*
CCCC(c1nnnn1CCc1ccccc1)N1CCN(C(=O)c2ccco2)CC1 (stereo not drawn),0.9,-2.5,i,-6.9,-2.1,-1.2,-2.9,4.6,i,0.3
CSc1nc2cc(S(=O)(=O)N3CCCCC3)ccc2s1,0.2,1.3,i,13.7,-1.5,0.9,-9.8,-6.0,i,-1.8
Cc1[nH]nc(N)c1-c1ccccc1,1.0,2.1,i,0.8,0.4,-0.1,4.0,-3.5,i,-8.1
O=C(CSc1nccc(=O)[nH]1)N1CCc2ccccc2C1,-2.7,1.2,i,-1.3,0.7,0.7,-3.7,-2.8,i,-1.3
CCOC(=O)C(C)Oc1nc(Oc2ccccc2)nc(N(C)C)n1 (stereo not drawn),-2.1,0.2,i,1.2,-0.2,-3.1,-12.2,-1.4,i,-2.2
CN(C)N1C(N)=C(C#N)C(c2cccc(Cl)c2)C2=C1CCCC2=O (stereo not drawn),-3.5,-1.2,i,5.1,0.3,-1.0,-7.0,-0.8,i,-1.3
COC(CNC(=O)CCc1c(C)nc2c(c(C)nn2-c2ccc(C)cc2)c1C)OC,1.1,0.3,i,-0.5,-0.1,0.5,-12.8,0.2,.,-1.4
Cn1cc(CN2CCC(C(=O)NC(c3ccc(-c4ccccc4)cc3)c3cnccn3)CC2)c2ccccc21 (stereo not drawn),0.2,0.4,i,-14.2,-10.7,2.2,.,24.1,i,0.9
Cc1cc(OCC(=O)Nc2ccc(S(=O)(=O)NC3=NCCCCC3)cc2)c(C(C)C)cc1Cl,1.1,0.3,i,0.8,-12.4,4.6,16.0,1.0,i,0.8
COc1cccc(OCC(=O)NNC(=O)C(=O)Nc2ccc(OC)cc2OC)c1,-0.6,2.4,i,6.8,-3.2,-0.7,-6.1,5.3,i,3.2
CCOC1=C2[C@H](c3ccc(C)cc3)N(S(=O)(=O)c3ccc(C)cc3)C[C@H]2n2c(=O)n(-c3ccccc3)c(=O)n2C1,-3.2,-0.3,i,1.0,6.2,1.3,.,17.7,i,-5.2
COC(=O)C[C@H]1C[C@H]2c3cc(NC(=O)C4CCOCC4)ccc3O[C@H]2[C@@H](CO)O1,-0.6,-4.2,i,-1.4,8.8,-2.0,.,2.4,i,2.3
CCN(CC(=O)Nc1ccc2c(c1)OCO2)S(=O)(=O)c1ccccc1,1.1,1.4,i,-1.7,-2.9,-0.3,-5.3,-1.0,i,-0.6
O=C(NCc1ccccn1)c1ccc([N+](=O)[O-])cc1,0.9,0.1,i,-24.3,0.2,-0.7,-4.0,3.3,i,2.1
CCCNC(=O)C(Cc1ccccc1)NC(=O)c1ccccn1 (stereo not drawn),2.2,2.7,i,10.5,-0.8,-0.9,-5.8,-5.0,i,-0.8
Cc1ccc(C2Oc3ccccc3C3=C2C(c2cccs2)n2ncnc2N3)cc1 (stereo not drawn),-1.7,-3.2,i,0.6,-13.2,2.6,3.5,21.7,i,5.6
COc1ccc(OCc2cc(C(=O)NC(C)c3csc(C)n3)no2)c(Cl)c1 (stereo not drawn),-2.1,4.7,i,3.8,-4.5,1.9,-3.1,-0.9,i,3.4
c1cncc(-c2nc(NCCCn3ccnc3)c3ccccc3n2)c1,-0.1,-1.2,i,15.7,1.6,24.1,-1.4,-1.1,i,-0.9
COc1ccccc1NS(=O)(=O)c1ccc2[nH]c(=S)oc2c1,-5.3,3.9,i,12.2,7.1,0.8,58.7*,0.5,i,-0.8
O=C(CC1C(=O)NCCN1Cc1cccc(F)c1F)NC1CCCCCC1 (stereo not drawn),3.2,2.2,i,-6.4,-1.8,0.6,-6.0,7.9,i,-2.2
Cc1cc(C(=O)Nc2cccc(S(=O)(=O)N3CCCCC3)c2)c2ccccc2n1,-1.8,-2.2,i,-3.3,-5.8,1.5,-4.9,1.3,i,0.2
CC1CCc2sc(C(=O)OCC(=O)NC(N)=O)cc2C1 (stereo not drawn),4.9,-3.2,i,0.3,11.1,0.3,9.0,-4.3,i,-3.4
CC(=O)Nc1cc(F)c2c(c1F)Cc1cc(F)ccc1-2,-2.4,1.4,i,-1.7,-7.8,0.3,-7.7,-8.1,i,9.3
Cc1cc(NC(=O)C(C)SCC(=O)N(C)CC(=O)Nc2ccccc2Br)no1 (stereo not drawn),-0.5,-1.5,i,-1.8,2.4,-0.2,-2.0,-3.0,i,-0.2

# Some of the entries above, set out differently:
SMILES	STEP block	Rin1 Abl inh	Rpn11 block	SUMO1-SIM PPI	DNMT1 inh	LMPTP inh	Scp-1 inhibitor	NadD inh	Neddyl block	CSN deneddyl inh
CC(=O)Nc1cc(F)c2c(c1F)Cc1cc(F)ccc1-2	-2.4	1.4	i	-1.7	-7.8	0.3	-7.7	-8.1	i	9.3
Cc1cc(NC(=O)C(C)SCC(=O)N(C)CC(=O)Nc2ccccc2Br)no1 (stereo not drawn)	-0.5	-1.5	i	-1.8	2.4	-0.2	-2.0	-3.0	i	-0.2

# Laid out differently: 2 of the compounds above
> O=C(CC1C(=O)NCCN1Cc1cccc(F)c1F)NC1CCCCCC1 (stereo not drawn)
  STEP block: 3.2 | Rin1 Abl inh: 2.2 | Rpn11 block: i | SUMO1-SIM PPI: -6.4 | DNMT1 inh: -1.8 | LMPTP inh: 0.6 | Scp-1 inhibitor: -6.0 | NadD inh: 7.9 | Neddyl block: i | CSN deneddyl inh: -2.2
> CCCNC(=O)C(Cc1ccccc1)NC(=O)c1ccccn1 (stereo not drawn)
  STEP block: 2.2 | Rin1 Abl inh: 2.7 | Rpn11 block: i | SUMO1-SIM PPI: 10.5 | DNMT1 inh: -0.8 | LMPTP inh: -0.9 | Scp-1 inhibitor: -5.8 | NadD inh: -5.0 | Neddyl block: i | CSN deneddyl inh: -0.8

# Next section
SMILES,STEP block,Rin1 Abl inh,Rpn11 block,SUMO1-SIM PPI,DNMT1 inh,LMPTP inh,Scp-1 inhibitor,NadD inh,Neddyl block,CSN deneddyl inh
C=CCC(COCc1ccccc1)NS(=O)(=O)c1ccccc1Br (stereo not drawn),-1.9,2.2,i,2.8,2.7,0.0,-7.1,-5.0,i,-3.6
O=C(CC1NC(=S)NC1=O)c1ccc(Cl)cc1 (stereo not drawn),-2.5,0.5,i,13.0,3.2,-1.3,-10.4,-2.0,i,-2.5
O=c1c2ccccc2nnn1CSc1ccc2ccccc2n1,1.1,1.7,i,-7.7,-7.8,0.9,1.4,-2.0,i,0.2
COc1cc(-c2nc3ccccc3s2)ccc1O,-5.5,-28.9,i,17.6,-11.1,1.3,-3.0,-0.2,.,-1.1
O=C1OC2(c3ccccc3)C3CCCC2C13,0.1,0.2,i,-1.7,0.8,-1.1,-10.3,-2.0,i,-0.6
COc1cc(C(=O)C(=O)c2cc(OC)c(O)c(OC)c2)cc(OC)c1O,-1.3,-1.5,i,-3.7,-0.8,-0.5,-9.0,-3.8,i,-4.9
CCCC(=O)Nc1cc(OCC)c(NC(=O)NC2CCCCC2)cc1OCC,-0.8,0.6,i,2.5,7.8,-0.3,-8.9,-5.6,i,-6.3
Cc1cc(C(F)F)nn1CC(=O)NCc1ccco1,-4.9,-0.1,i,2.2,8.1,-1.6,0.0,-5.4,i,-11.4
CCCS(=O)(=O)c1ncc(Cl)c(C(=O)Nc2ccc(S(=O)(=O)Nc3ncccn3)cc2)n1,-0.8,-2.4,i,11.9,0.4,-1.0,-5.3,-1.5,i,-3.4
Cc1n[nH]c(=O)n(N=Cc2cccs2)c1=O,-2.7,-0.4,i,-16.9,1.0,-1.7,.,0.0,i,0.7
O=C(COC(=O)c1cccc(Cl)c1)Nc1cccc(S(=O)(=O)NC2=NCCC2)c1,-2.0,-3.9,i,-2.0,4.9,-0.1,-2.5,5.9,i,-1.9
COc1ccc2nc(SCC(=O)N(C)C3CCCCC3)c(C#N)cc2c1,3.3,-2.1,i,-9.7,-0.9,3.3,-1.3,-0.5,i,3.9
CCc1cc(=O)oc2c(C)c(O)c(CN3CCCCC3)cc12,-0.4,-1.9,i,3.1,5.2,-1.4,-4.3,2.9,i,-1.9
Cc1cccn2c(=O)c(/C=N/O)c(Nc3ccccc3F)nc12,1.9,2.5,i,51.9*,11.4,15.8,-11.4,5.0,i,27.9
COc1c(/C=N/NS(=O)(=O)c2ccc(C)cc2)c(CCN(C)C(C)=O)cc2c1OCO2,17.1,-1.9,i,-2.6,5.2,0.4,-0.8,0.4,i,1.5
Cc1cc(C(=O)CSc2nnnn2C)c(C)n1-c1ccc2c(c1)OCCO2,-1.7,0.2,i,-2.6,-11.6,-0.2,-4.8,-6.3,i,4.6
CCCC(=O)NC(=S)Nc1cccc(C(C)=O)c1,-2.1,1.4,i,-3.5,-1.1,-0.9,-4.6,-2.2,i,-6.1
CCOC(=O)N1CCN(C(=O)c2ccc(CN(c3ccccc3)S(C)(=O)=O)cc2)CC1,-1.4,4.9,i,0.4,3.7,-0.6,2.8,4.5,i,-2.5
O=C(Oc1cccc(C(=S)N2CCOCC2)c1)c1cccc(Cl)c1,0.5,3.1,i,3.6,-1.2,1.8,-12.8,-10.1,i,-0.7
CC1(C)CCC[C@]2(C)C(CS(=O)c3ccccc3)=C(C=O)CC[C@@H]12 (stereo partly drawn),3.5,-2.5,i,2.9,0.7,-0.4,-7.8,4.5,i,-0.9
CC(=O)N1c2ccc(S(=O)(=O)N3CCCC3C(=O)Nc3cccc(F)c3)cc2CC1C (stereo not drawn),-2.0,0.1,i,2.1,-0.8,1.0,-8.0,-0.8,i,-2.5
Cc1ccc(-n2c(=O)c3cc4c(=O)n(-c5ccc(C)c(C)c5)c(=O)c4c(C(=O)c4ccc(C(=O)O)cc4)c3c2=O)cc1C,96.6*,-0.4,+,89.8*,34.0,83.2*,90.9*,33.9*,i,83.9*
COc1ccc(CNC(=O)C(OC(=O)c2ccco2)c2ccc(F)cc2)cc1 (stereo not drawn),3.4,0.5,i,2.5,1.6,-0.1,-9.8,-2.3,i,-2.5
CCN(CC(=O)Nc1ccc(OC)cc1)C(=O)c1cc(-c2cccs2)nn1-c1ccccc1,-0.6,-0.4,i,4.3,0.3,2.3,-4.9,-3.6,i,4.8
CC(C)C(NC(=O)c1ccc([N+](=O)[O-])cc1Cl)C(=O)N1CCCC1 (stereo not drawn),0.6,-1.8,i,-31.4,1.3,-0.9,1.4,0.1,i,0.2
CCC(=O)N1CCCC(C(=O)Nc2ccc3cn[nH]c3c2)CC1 (stereo not drawn),-1.7,1.9,i,-2.6,-2.3,-1.3,.,-2.8,i,4.6
COc1ccc(NC(=O)C2(C)CCN2CCOc2ccc(C)cc2)cc1OC (stereo not drawn),1.6,2.2,i,-1.4,2.8,1.4,.,8.8,i,-2.9
